GRP78 ERSR act = inducers of ER stress response in human glioma cells | U87-MG GRP78 promoter luciferase reporter, 16 h | Potency, µM, without a hit: top-dose activation, hits mostly activators | actives 0.02% (n = 420,000) | AID 602332; also: potency is read from the fitted curve at half-maximal effect; series mostly up to about 76 µM; % of control where 0% means no effect; nearly all actives have a fitted effect of over 35% in size
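Stably transfected U87-MG human glioma cells carrying a GRP78-based luminescent sensor were seeded at 1000 cells/well, pin-dosed with compounds and incubated 16 h. Luciferase reagent was then added, and end-point luminescence was read after 10 min at room temperature.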
LDHA block = LDHA (human) enzyme inhibition. purified LDHA, NADH/diaphorase-resazurin fluorescence; active compounds read low. activity change, % (values are at about 110 or 230 µM). actives 0.15% (n = 480,000). AID 1347041; in the data active = activity change below about -30%; inconclusive = mostly about -25% to -30%;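 also: plate controls were DMSO wells for no effect and wells without enzyme for full effect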
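Enzyme activity of human lactate dehydrogenase 5 (2 nM; 0.06 mM NADH, 0.2 mM pyruvate, 5 min, RT) is measured via a resazurin/diaphorase fluorescence readout of residual NADH.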
IDH1 R132H inh = human IDH1 R132H inhibition. Potency, µM (doses to about 76.6 µM), inactives show top-dose activity change, negative = inhibition, hits mostly inhibitors. IDH1-R132H enzyme, NADPH consumption, diaphorase/resazurin fluorescence. AID 602179. actives 0.093% (n = 390,000). O75874; also: potency is read from the fitted curve at half-maximal effect; % is scaled to controls: 0 for no effect and ±100 for the full control effect; nearly all actives have a fitted effect of over 65% in size
Target sequence (O75874 whole entry R132H, stated change not applied): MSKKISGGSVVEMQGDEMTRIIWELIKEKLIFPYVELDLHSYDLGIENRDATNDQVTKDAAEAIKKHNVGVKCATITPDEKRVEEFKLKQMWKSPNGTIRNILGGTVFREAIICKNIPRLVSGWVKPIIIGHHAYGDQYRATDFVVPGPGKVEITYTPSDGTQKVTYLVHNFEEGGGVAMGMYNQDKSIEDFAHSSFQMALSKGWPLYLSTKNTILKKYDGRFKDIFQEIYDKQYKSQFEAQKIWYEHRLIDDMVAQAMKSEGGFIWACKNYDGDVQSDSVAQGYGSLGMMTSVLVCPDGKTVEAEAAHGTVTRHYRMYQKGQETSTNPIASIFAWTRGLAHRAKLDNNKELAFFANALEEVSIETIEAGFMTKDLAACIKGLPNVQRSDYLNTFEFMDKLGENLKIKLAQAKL
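IDH1-R132H (0.5 ug/mL) preincubated 30 min with compound, then NADPH (0.016 mM) and alpha-KG (2 mM) added; 80 min at RT, pH 7.5. Remaining NADPH coupled via diaphorase/resazurin to fluorescence (540/590 nm); concentration-response curves normalized to no-enzyme control.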
RXFP1 agonist = activates the human relaxin receptor RXFP1 | actives 0.3% (n = 370,000) | Potency, µM (titrated, usually from 57.5 µM), without a hit: at the top dose activation, usual class: activators | Q9HBX9 | HEK293T-RXFP1 cAMP TR-FRET, 30 min; response scale: percent of porcine relaxin response, buffer zero; also: potency is read from the fitted curve at half-maximal effect; % is scaled to controls: 0 for no effect and ±100 for the full control effect; nearly all actives have a fitted effect of over 60% in size; many of its hits are not listed in these tables
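cAMP rise read by TR-FRET after 30 min, 37C compound exposure (up to 58 uM) in RXFP1-transfected HEK293 cells with Ro 20174 present. EC50 from Hill-equation fits, with 29 nM porcine relaxin as 100% and buffer as basal.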
USP1 inh = USP1/UAF1 (human) deubiquitinase inhibition; recombinant USP1/UAF1, Ub-Rhodamine cleavage fluorescence; O94782; actives 0.23% (n = 390,000); Potency, µM (doses to about 57.1 µM), without a hit: top-dose activity change, negative = inhibition, usual class: inhibitors; also: potency is read from the fitted curve at half-maximal effect; % is scaled to controls: 0 for no effect and ±100 for the full control effect; nearly all actives have a fitted effect of over 60% in size; inactives centre near -12
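1 nM enzyme complex + cpd, 15 min RT; start with Ub-Rho 150nM final; kinetic fluorescence ex 480/em 540, 6 reads q60 s. Buffer 50mM HEPES pH 7.8, 0.5mM EDTA, 0.1 mg/ml BSA, 1mM TCEP, 0.01% Tween-20.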
Vif-APOBEC3F blk = Vif-A3F binding inhibition. Potency, µM (top dose mostly 46.1 µM), without a hit: at the highest dose activity, negative = active. HeLa A3F-eYFP + Vif (tagged APOBEC3F with the HIV-1 protein that degrades it), YFP fluorescence increase. AID 602313. actives 0.2% (n = 390,000); also: potency is read from the fitted curve at half-maximal effect; % of control where 0% means no effect; nearly all actives have a fitted effect of over 65% in size
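HeLa cells stably expressing A3F-eYFP plus Vif, plated and incubated overnight at 37 deg C, then exposed to compounds overnight at 37 deg C. Blocked degradation read as raised yellow fluorescence (Ex 488/Em 500-530).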
PI4K2A block = inhibitors of human PI4K2A; activity change, negative = inhibition, % at 76.9 µM; AID 1346378; actives 0.13% (n = 420,000); purified PI4K2A, ADP-Glo luminescence, 1 h; active compounds read low; in the data active = activity change below about -50%; inconclusive = mostly about -30% to -49%;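 also: -100% = wells without enzyme as full effect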
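Compounds are screened against recombinant PI4K2A using PI as substrate and ATP, the latter dispensed at 300 microM. Reactions run one hour at ambient temperature before ADP-Glo detection; full inhibition defined by wells lacking enzyme.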
TrxR1 substrate = substrates of rat thioredoxin reductase 1. purified TrxR1 substrate turnover, NADPH consumption readout. actives 0.01% (n = 390,000). Potency, µM (highest dose often 114 µM), for the others: top-dose activity change, negative = substrate turnover; also: potency is read from the fitted curve at half-maximal effect; % is scaled to controls: 0 for no effect and ±100 for the full control effect; nearly all actives have a fitted effect of over 50% in size
Target sequence (O89049 whole entry, looked up): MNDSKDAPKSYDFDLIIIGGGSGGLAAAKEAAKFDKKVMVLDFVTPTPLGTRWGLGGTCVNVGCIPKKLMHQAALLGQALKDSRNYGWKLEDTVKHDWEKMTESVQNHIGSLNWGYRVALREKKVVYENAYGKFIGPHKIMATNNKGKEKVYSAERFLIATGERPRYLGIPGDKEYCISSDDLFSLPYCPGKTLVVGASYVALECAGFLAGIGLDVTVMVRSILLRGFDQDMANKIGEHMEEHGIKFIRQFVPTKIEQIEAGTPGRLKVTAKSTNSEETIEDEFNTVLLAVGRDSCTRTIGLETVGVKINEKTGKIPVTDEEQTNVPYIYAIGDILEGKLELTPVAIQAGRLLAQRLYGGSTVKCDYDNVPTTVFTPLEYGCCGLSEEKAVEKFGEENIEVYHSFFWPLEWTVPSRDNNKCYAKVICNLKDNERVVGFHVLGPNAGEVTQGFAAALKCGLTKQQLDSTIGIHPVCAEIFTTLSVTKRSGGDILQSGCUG
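Rat TrxR1, dispensed at 90 nM, was prereduced with 400 uM NADPH (final) for 5 min at ~22 deg C, then incubated with compound 15 min before 400 uM selenite. A first-read NADPH fluorescence drop versus no-compound background flagged substrates.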
Vif-A3G inh = blocks the Vif interaction with human APOBEC3G | AID 602310 | actives 0.076% (n = 410,000) | HeLa A3G-eYFP + Vif (tagged APOBEC3G with the HIV-1 protein that degrades it), YFP fluorescence, overnight | Q9HC16 | Potency, µM (doses to about 46.1 µM), inactives show top-dose activity, negative = active, hits mostly inhibitors;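 also: potency is read from the fitted curve at half-maximal effect; % is scaled to controls: 0 for no effect and ±100 for the full control effect; nearly all actives have a fitted effect of over 60% in size; hits raise eYFP signal because A3G escapes Vif-driven loss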
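HeLa cells stably expressing Vif and C-terminally eYFP-tagged A3G, seeded overnight at 37 deg C, then exposed to compound by pintool overnight at 37 deg C. Rise in yellow fluorescence (Ex 488/Em 500-530, Acumen) marks blocked Vif-driven A3G degradation.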
* = called active by the depositor; ? = inconclusive; / = no result given; & = joins results of further samples; [ ] = another dose, or the depositor's remark. Unless noted, calls follow the shape of the dose curve; as a rule, active = well fitted curve in the direction sought with a large enough effect; inconclusive = small, poorly fitted or top-dose-only effect, or another doubt; inactive = no such curve, though single readings can be large; an effect the other way counts as inactive or inconclusive. This is a subset. The share of hits here may be higher or lower than overall.

SMILES	GRP78 ERSR act	LDHA block	IDH1 R132H inh	RXFP1 agonist	USP1 inh	Vif-APOBEC3F blk	PI4K2A block	TrxR1 substrate	Vif-A3G inh
O=S(=O)(Nc1ccc(-c2ccc3nncn3n2)cc1)c1ccc(Cl)s1	2.5%	-3.1	0.2%	5.0%	-18.2%	2.1%	-3.9	-9.1%	-5.6%
Cn1c(=O)oc2cc(S(=O)(=O)NCc3cccnc3)ccc21	-1.3%	-11.4	9.7%	-1.7%	-2.2%	-4.7%	-2.9	3.5%	-3.8%
COc1ccc(S(=O)(=O)N2CCOCC2)cc1NC(=O)c1cc(C)oc1C	-3.3%	-0.7	6.3%	1.8%	-7.8%	-8.1%	-3.6	1.2%	-0.5%
CC(C)NC(=O)NNC(=O)c1nn(-c2ccc(F)cc2)ccc1=O	-2.3%	1.9	1.5%	-0.3%	-8.0%	-18.5%	2.4	1.3%[57.1 µM]	3.1%
COc1cccc(C2CC(c3cccs3)=NN2S(C)(=O)=O)c1 (stereo not drawn)	-2.4%	0.1	5.7%	-0.3%	1.2%	-20.7%	-7.6	-16.9%[57.1 µM]	-1.3%
CCC(C)N(C(=O)Cn1c(=O)cnc2ccccc21)C1CCS(=O)(=O)C1 (stereo not drawn)	0.6%	-4.1	1.7%	-0.8%	-20.6%	7.8%	4.4	20.3%	0.3%
Cc1nnc(SCC(=O)Nc2ccccc2)n(N)c1=O	8.5%	0.6	-1.1%	-4.8%	-5.9%	7.8%	-7.6	4.4%[57.1 µM]	-1.0%
CCOC(=O)C1CCCN(C(=O)C2CCN(C(=O)Nc3ccccc3)CC2)C1 (stereo not drawn)	-0.7%	-1.2	3.1%	0.3%	-8.3%	4.4%	5.2	-11.8%	2.0%
CCOC(=O)c1ccc(NC(=O)CN2C(=O)CCC2=O)cc1	6.1%	-4.4	0.2%	0.6%	-18.7%	7.3%	-0.1	10.9%[57.1 µM]	0.4%
O=C(COC(=O)c1ccccc1NCCO)Nc1ccc(S(=O)(=O)NC2=NCCCCC2)cc1	0.2%	-13.6	7.7%	/	3.1%	1.5%	1.3	195.7%[activator]	-3.6%
COc1ccccc1C(=O)Nc1c2c(nn1-c1cccc(C)c1C)CS(=O)(=O)C2	-1.2%	-7.3	13.6%	2.8%	-11.7%	-3.5%	-5.0	138.0%[activator]	-7.4%
O=C(Nc1cccc(Cl)c1)N1CCN(c2ncccn2)CC1	1.0%	-2.1	0.9%	2.0%	0.2%	3.8%	2.0	-3.5%	2.0%
CC(C)c1nnc(NC(=O)CS(=O)(=O)c2ccccc2)s1	-0.2%	2.1	3.0%	-0.6%	-13.7%	-3.7%	2.8	9.7%	0.6%
COc1ccc(NC(=O)CN(C)C(=O)c2cc(-c3ccc(C)o3)nc3ccccc23)cc1	0.8%	-1.7	0.6%	5.7%	-7.0%	-1.9%	1.2	177.5%[activator]	-6.1%
CC(=O)N(C(C)=O)c1nc(-c2ccccc2)cn1/N=C/c1ccccc1	-6.7%	-8.4	-16.2%	1.0%	2.7%	3.0%	3.0	2.1%[57.1 µM]	-22.0%
CC(=O)Nc1ccc(OCC(O)Cn2c3ccccc3c3ccccc32)c(C)c1 (stereo not drawn)	-6.0%	-3.7	6.1%	-1.1%	?	-4.2%	3.4	9.3%[57.1 µM]	-22.2%
CS(=O)(=O)c1ccc(Cl)c(NC(=O)CSc2nc3ccccc3c(=O)n2Cc2ccco2)c1	-4.1%	-4.2	0.8%	1.5%	-2.5%	-7.4%	-1.6	5.6%	0.2%
COc1ccccc1C(=O)NCCC(=O)Nc1ncccc1O	-5.3%	4.6	1.7%	0.6%	-20.4%	-9.2%	-5.2	4.6%	-2.2%
Cc1ccc(S(=O)(=O)Cc2ccc(C(=O)N3CCCCCC3)o2)cc1	-2.9%	-13.0	-4.4%	2.9%	-6.1%	-0.7%	-1.5	1.4%	-0.1%
CCN(c1ccccc1)S(=O)(=O)c1ccc(OC)c(NC(=O)CNCC(C)O)c1 (stereo not drawn)	-5.7%	-22.8	5.3%	1.4%	4.1%	-6.2%	4.2	-7.2%	-0.8%

Profiles, quoted from the list.
`CS(=O)(=O)c1ccc(Cl)c(NC(=O)CSc2nc3ccccc3c(=O)n2Cc2ccco2)c1` is entered as GRP78 ERSR act: -4.1%; LDHA block: -4.2; IDH1 R132H inh: 0.8%; RXFP1 agonist: 1.5%; USP1 inh: -2.5%; Vif-APOBEC3F blk: -7.4%; PI4K2A block: -1.6; TrxR1 substrate: 5.6%; Vif-A3G inh: 0.2%
`Cn1c(=O)oc2cc(S(=O)(=O)NCc3cccnc3)ccc21` is entered as GRP78 ERSR act: -1.3%; LDHA block: -11.4; IDH1 R132H inh: 9.7%; RXFP1 agonist: -1.7%; USP1 inh: -2.2%; Vif-APOBEC3F blk: -4.7%; PI4K2A block: -2.9; TrxR1 substrate: 3.5%; Vif-A3G inh: -3.8%

Later entries.
SMILES	GRP78 ERSR act	LDHA block	IDH1 R132H inh	RXFP1 agonist	USP1 inh	Vif-APOBEC3F blk	PI4K2A block	TrxR1 substrate	Vif-A3G inh
CCCCN(C(C)=O)c1c(CC)nc2ccc(C(=O)Nc3cccc(OCC(=O)N(C)C)c3)cn12	-0.3%	-1.6	/	/	/	/	-3.9	/	-4.4%
COc1ccccc1S(=O)(=O)N1CCn2cccc2C1C (stereo not drawn)	-2.4%	-3.9	4.7%	-0.5%	-8.7%	3.3%	2.2	-8.0%	-1.1%
Cc1ccc2c(c1)COc1c3ccc(C(=O)NCC4CC4)cc3nn1-2	4.7%	-5.9	-3.5%	-0.9%	-26.1%	7.5%	0.0	22.7%[57.1 µM]	-1.6%
COc1cc(OC)c(NC(=O)C(CC(C)C)N2Cc3ccccc3C2=O)cc1Cl (stereo not drawn)	-2.2%	4.9&1.5	-6.8%	-0.9%	-9.4%	-5.2%	-0.2	-7.9%	-5.3%
O=C(c1ccccc1[N+](=O)[O-])N1CCN(Cc2ccc3c(c2)OCO3)CC1	-4.0%	-5.9	-1.6%	0.9%	-17.7%	5.2%	2.9	3.4%	0.1%
COCCOC(=O)C1=C(C)NC(=O)NC1c1ccc(-c2cc(Cl)ccc2Cl)o1 (stereo not drawn)	-2.2%	-4.7	-4.9%	-0.4%	-13.7%	?	8.6	-0.5%[57.1 µM]	-18.9%
O=C(c1ccc(F)cc1)n1cc(C(=S)N2CCOCC2)c2ccccc21	1.2%	-7.4	1.9%	1.3%	-12.1%	3.6%	-5.8	-5.8%	-12.3%
Cc1ccccc1N1C(=O)C(Oc2ccc(Cl)cc2)C1CNC(C)(C)C (stereo not drawn)	-2.6%	-2.9	10.3%	0.8%	-13.3%	-25.7%	7.9	-3.9%	0.1%
COc1ccc(CCNC(=O)CCc2c(C)nc3cc(-c4cccc(F)c4)nn3c2C)cc1OC	-7.8%	-1.9	12.4%	-0.2%	-6.8%	-0.4%	1.4	5.4%	0.4%
COc1ccccc1OC(=O)c1ccc(S(=O)(=O)N(C)C)cc1	-3.3%	-4.2	0.0%	0.2%	-12.9%	-2.2%	7.8	-12.2%	-1.0%
Cc1ccccc1NC(=O)c1sc2nc3n(c(=O)c2c1C)N=C(c1ccccc1)CS3	-0.6%	-5.7	8.2%	-3.3%	-17.1%	-2.0%	-6.5	-4.2%	-1.5%
O=C(O)c1cccc(Cn2c(Cl)c(/C=N/NC(=O)c3cccc(O)c3)sc2=O)c1	1.3%	-1.2	-3.1%	-1.0%	-0.5%	8.7%	-4.1	-7.4%	0.1%
O/N=C1\CC/C(=N\O)c2nn(-c3ccc(Cl)cc3Cl)nc21	-1.4%	-2.5	0.5%	-2.1%	-11.4%	-0.7%	-0.7	13.5%	-2.5%
CC1CCN(c2ccc(S(=O)(=O)NC3=NCCCCC3)cc2[N+](=O)[O-])CC1	-3.6%	-7.1	5.2%	1.2%	-15.3%	6.3%	5.0	0.6%[57.1 µM]	0.2%
COc1ccc(NC(=O)C2C(=O)NC3(C)CC2c2ccccc2O3)cc1 (stereo not drawn)	3.4%	-17.5	13.5%	0.2%	-6.0%	-5.1%	0.7	-3.6%	0.7%
COCCNC(=O)C1(C)CCN(C(=O)/C=C/c2ccccc2)C1 (stereo not drawn)	4.6%	-7.3	/	/	/	/	1.9	/	-1.5%
O=C(/C=C/c1ccco1)OCC(=O)c1cccc([N+](=O)[O-])c1	3.5%	-3.6	6.8%	0.2%	-13.1%	-6.7%	1.7	-4.1%	-5.4%
CC1CN(C(=O)c2cc(S(=O)(=O)N3CCCC3)ccc2Cl)CC(C)O1 (stereo not drawn)	-0.3%	0.9	0.0%	0.1%	-29.0%	-1.4%	-1.3	-2.5%	-0.1%
O=C(O)c1ccc(-c2nnn(Cc3cccc(C(F)(F)F)c3)n2)cc1	-2.5%	-2.5	-8.8%	3.9%	-10.2%	0.3%	-1.5	-11.5%	0.2%
CCCCn1c(N)c(N(CCOC)C(=O)c2ccc(C)c(S(=O)(=O)N3CCOCC3)c2)c(=O)[nH]c1=O	-0.4%	0.7	0.1%	0.4%	-15.2%	3.5%	-3.7	6.1%	-1.8%
